# Mtb RmlCD inh: inhibitors of Mycobacterium tuberculosis RmlC and RmlD coupled enzymes; RmlC+RmlD coupled enzyme assay, percent inhibition; primary screen in compound mixtures; inhibition, % at 3.6 µM; actives 0.03% (n = 160,000); P9WH09+P9WH11; in the data active means inhibition mostly above about 34%, no sharp cut-off; further: some results filed as inactive read as strong as hits
# Target sequence (P9WH09 whole entry, looked up): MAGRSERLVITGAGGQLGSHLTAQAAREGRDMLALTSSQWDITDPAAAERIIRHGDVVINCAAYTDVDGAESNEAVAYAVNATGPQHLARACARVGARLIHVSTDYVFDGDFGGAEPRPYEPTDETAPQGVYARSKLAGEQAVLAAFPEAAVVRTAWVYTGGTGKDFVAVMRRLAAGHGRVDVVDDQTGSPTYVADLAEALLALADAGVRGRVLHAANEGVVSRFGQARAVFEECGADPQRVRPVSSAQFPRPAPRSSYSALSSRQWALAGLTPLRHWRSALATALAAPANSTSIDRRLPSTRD
# Target sequence (P9WH11 whole entry, looked up): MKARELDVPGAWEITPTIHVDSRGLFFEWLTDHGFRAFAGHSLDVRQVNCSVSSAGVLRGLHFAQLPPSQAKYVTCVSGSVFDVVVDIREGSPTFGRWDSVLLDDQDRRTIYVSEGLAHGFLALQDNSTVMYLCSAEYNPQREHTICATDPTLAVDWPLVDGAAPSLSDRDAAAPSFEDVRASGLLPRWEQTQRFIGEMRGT
# GlmU inhibition: inhibition of mycobacterial GlmU enzyme – biochemical, glucosamine-1-phosphate acetyltransferase (AID 1376); one-dose inhibition, %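 (tested at 30 µM in the primary screen)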; IC50 in µM for titrated hits; actives 0.25% (n = 220,000); M. tuberculosis GlmU acetyltransferase enzyme assay; higher % means a stronger effect; in the data active means inhibition above about 13%;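 further: 0% = complete reaction with vehicle and 100% = reaction without substrate; strong numbers were not always called active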
# The depositor's hits bear a star; · = no result given. Only part of the results is shown (hit frequency here may not be typical).
# Sample of the layout:
SMILES,Mtb RmlCD inh,GlmU inhibition
Cc1cc(C)n2nc(SCC(=O)Nc3ccc(F)cc3)nc2n1,6,4.1%
CC(C)OP(=O)(c1ccc(N(C)C)cc1)C(O)c1c(Cl)cccc1Cl (stereo unspecified),13,3.1%
COc1cccc(C2=CC(c3ccccc3)n3nnnc3N2)c1 (stereo unspecified),-13,·
O=C(NCCc1ccccn1)C(F)(F)C(F)(F)C(F)(F)C(F)(F)C(F)(F)C(F)F,·,-2.3%

# The whole of this part, from the first entry:
SMILES,Mtb RmlCD inh,GlmU inhibition
Cc1cc(C)n2nc(SCC(=O)Nc3ccc(F)cc3)nc2n1,6,4.1%
CC(C)OP(=O)(c1ccc(N(C)C)cc1)C(O)c1c(Cl)cccc1Cl (stereo unspecified),13,3.1%
COc1cccc(C2=CC(c3ccccc3)n3nnnc3N2)c1 (stereo unspecified),-13,·
O=C(NCCc1ccccn1)C(F)(F)C(F)(F)C(F)(F)C(F)(F)C(F)(F)C(F)F,·,-2.3%
CC(C)c1nnc(NC(=O)CCC(=O)NC2CCCCC2)s1,-8,-3.8%
Cc1cccc(N2C(=O)/C(=C/N3CCN(C(=O)c4ccco4)CC3)C(=O)NC2=S)c1,-1,2.2%
O=C(c1ccc(-c2ccccc2)cc1)C1CCCN(C(=O)c2ccncc2)C1 (stereo unspecified),-5,-0.5%
Cn1c(=O)c(N=O)c(N)n(Cc2ccccc2)c1=S,·,-4.3%
CCc1cc(C(=O)N2CCCC(C(=O)c3cccc(OC(C)C)c3)C2)n(C)n1 (stereo unspecified),-6,-0.9%
Cc1ccc(-c2nnn(CC(=O)N(Cc3ccccc3F)C(C(=O)NC3CCCC3)c3ccncc3)n2)o1 (stereo unspecified),·,5.2%
Cc1ccc(S(=O)(=O)N(C(=O)c2ccncc2)c2ccc(OC(=O)c3ccncc3)cc2)c(C)c1,3,-1.0%
O=C(CC(c1ccccc1)c1ccccc1)Nc1ccc(Cl)cn1,·,-1.4%
Cc1ccc(N(CC(=O)N=Nc2c(O)[nH]c3ccccc23)S(C)(=O)=O)c(C)c1,·,-6.2%
c1ccc2c(c1)Cn1nc(Cc3nc4c(s3)CCCC4)nc1-2,56,-2.6%
CCOC(=O)N1CCN(C(=S)NC2CCCC2)CC1,-14,1.0%

# By substructure, those above containing fluorine.
SMILES,Mtb RmlCD inh,GlmU inhibition
Cc1cc(C)n2nc(SCC(=O)Nc3ccc(F)cc3)nc2n1,6,4.1%
O=C(NCCc1ccccn1)C(F)(F)C(F)(F)C(F)(F)C(F)(F)C(F)(F)C(F)F,·,-2.3%
Cc1ccc(-c2nnn(CC(=O)N(Cc3ccccc3F)C(C(=O)NC3CCCC3)c3ccncc3)n2)o1 (stereo unspecified),·,5.2%

# The listing continues.
SMILES,Mtb RmlCD inh,GlmU inhibition
CCc1nc(N2CCN(C(=O)c3ccccc3)CC2)c(C#N)c2c1COC(C)(C)C2,11,-4.7%
COc1cc2c(cc1OC)CN(C(=O)Cc1ccc(OC)c(S(=O)(=O)N3CCOCC3)c1)CC2,-3,0.2%
Cc1ccc(-c2c(C(=O)O)c(C(=O)O)c3n2CCC3)cc1,-13,·
COC(=O)C(C)C1Sc2ccccc2NC1=O (stereo unspecified),1,-3.0%
Cn1c(=O)c2c(nc(SCCCC#N)n2Cc2ccccc2F)n(C)c1=O,10,0.2%
Cc1ccc(S(=O)(=O)NNC(=O)C2Cc3c(ccc4ccccc34)O2)cc1 (stereo unspecified),9,2.4%
CC(C)C(c1nnnn1C1CCCCC1)N1CCN(c2ncccn2)CC1 (stereo unspecified),-3,7.0%
Cc1ccc(-c2nnn(CC(=O)Nc3ccccc3-c3ccccc3)n2)c(-n2cnnn2)c1,-5,0.5%
O=C(COc1ccc([N+](=O)[O-])cc1)NN=C1CCCC1,11,2.4%
O=c1cc(-c2ccccc2)nc(N2CCCCC2)[nH]1,·,2.9%
CCCCNC(=O)COC(=O)c1cc(C)oc1C,4,-1.5%
O=C(O)c1cccc(Cn2c(Cl)c(/C=N/NC(=O)c3cccc(O)c3)sc2=O)c1,10,1.5%
CCC/C=C1/CCCOC(C(=O)NCc2ccccc2)(C(F)(F)F)C1 (stereo unspecified),·,2.4%
Cc1cccc(-c2nc(CS(=O)CC(=O)NC3CCCC3)c(C)o2)c1 (stereo unspecified),4,3.0%
O=C(CN(Cc1ccccc1F)C(=O)Cn1nnc(-c2cccs2)n1)NCC1CCCO1 (stereo unspecified),-3,1.9%
Clc1ccccc1-c1nnc2sc(-c3ccc(Br)o3)nn12,-5,-4.8%
Cc1ccc(C(=O)N/C(=C/c2ccc(Cl)cc2)C(=O)NCC2CCCO2)cc1 (stereo unspecified),·,1.1%
Cc1ccc(/C=C/C(=O)O)cc1S(=O)(=O)N1CCC(Cc2ccccc2)CC1,-14,2.4%
COc1ccc(CNc2ncnc3c2[nH]c2ccccc23)cc1,·,-0.3%
O=C(Nc1cc(Cl)cc(Cl)c1)c1ccc(Cn2c(=O)[nH]c3ccsc3c2=O)cc1,·,-5.1%
Cc1onc(-c2c(F)cccc2Cl)c1C(=O)Nc1ccccc1N1CCOCC1,4,3.5%
O=C(CCn1c(=O)[nH]c2ccccc2c1=O)Nc1ccccc1,7,-2.3%
N#Cc1cc(C(=O)c2ccccc2O)cn(-c2ccc(Cl)cc2)c1=O,4,-9.6%
Cc1ccc(C(=O)C(C)N2C(=O)NC(C)(c3ccccc3)C2=O)cc1 (stereo unspecified),7,-3.0%
Nc1nc(NCCOCCO)nc(NCC2CCCO2)c1[N+](=O)[O-] (stereo unspecified),-15,3.7%
CC1=CC(C)(C)Nc2ccc(OC(=O)C(Cc3ccccc3)N3C(=O)C4CCCCC4C3=O)cc21 (stereo unspecified),·,-0.2%
CC1CN(C(=S)SCC(=O)c2ccccc2)CC(C)O1 (stereo unspecified),-6,6.1%
NS(=O)(=O)c1ccc(CCNC(=O)c2ccc(Cl)cc2[N+](=O)[O-])cc1,15,-0.3%
O=C(CN(c1ccccc1)S(=O)(=O)c1ccccc1)Nc1ccccc1C(=O)NCc1ccco1,-7,2.1%
COc1ccc(N2CCN(c3nc(Nc4ccc(F)cc4)nc(OC)n3)CC2)cc1,16,-0.3%
CC(=O)c1c(C)nn(CC(O)Cn2c3c(c4cc(C)ccc42)CCCC3=O)c1C (stereo unspecified),3,-4.2%
COc1ccc(CCNC(=O)CN2C(=O)NC(C)(c3ccc([N+](=O)[O-])cc3)C2=O)cc1 (stereo unspecified),-10,1.7%
Cc1noc(C)c1COc1ccc(CC(=O)NC2CCCCCC2)cc1,-4,-3.9%
CN(C)c1cc[n+](CC(=O)N2CCCc3ccccc32)cc1,-10,-4.7%
CCCNC(=O)Cn1sc2nc(C)cc(C)c2c1=O,-4,9.1%
Cc1cccc2c(N=Nc3ccc(S(=O)(=O)Nc4ccc(Cl)cc4)cc3[N+](=O)[O-])c(O)[nH]c12,6,-2.3%
CCCCc1ccc(/C=C(\C#N)C(N)=S)s1,5,-0.8%
O=C(Nc1ccc(OCC(F)(F)C(F)F)c(C(F)(F)F)c1)c1ccccc1,·,-5.8%
NNC(=O)c1n[nH]c(=O)c2ccccc12,-4,-2.8%
CN1CCN(CC(O)COc2ccc(Cl)cc2)CC1 (stereo unspecified),7,2.0%
O=C(Nc1ccccc1)C1CC2CCCC(C1)C2=O (stereo unspecified),8,-3.7%
COC(=O)c1ccccc1NC(=O)COC(=O)c1ccco1,·,-2.1%
O=C1C(NS(=O)(=O)c2cccs2)=C(N2CCN(c3cccc(Cl)c3)CC2)C(=O)c2ccccc21,9,-2.2%
CCC12CN(S(=O)(=O)c3ccc(C)cc3)CC(CC)(CN(S(=O)(=O)c3ccc(C)cc3)C1)C2=O,-3,-0.1%
O=c1c(Br)c(N2CCCC2)cnn1-c1ccccc1,-14,-2.1%
Clc1cccc(CN2CCC(Cc3ccccc3)CC2)c1,5,-8.6%
O=C(NC1CCCC1)C(c1ccccc1)N(C(=O)c1ccno1)c1ccccc1 (stereo unspecified),·,-4.0%
CCc1ccc(/C([O-])=C(/C(=S)NCCN2CCOCC2)[n+]2ccccc2)cc1,·,-1.3%
CC1CC(C)CN(C(=O)C2CCC(CNc3c(N4CCCCC4)c(=O)c3=O)CC2)C1 (stereo unspecified),-3,-4.1%
COC(=O)C(C(=O)Nc1ccccc1C)C1CCCC1 (stereo unspecified),·,1.8%
CC(=NCCCN1CCOCC1)c1c(O)n(-c2ccccc2C)c(=O)[nH]c1=O,·,0.4%
O=C(COC(=O)c1oc2ccccc2c1COc1ccccc1)NCCN1C(=O)CSC1=O,-12,-5.3%
CC(=O)Nc1ccc(-c2nnc(SCC(=O)NCc3ccco3)n2C)cc1,·,-2.6%
CCOC(=O)CN(C(=O)CSc1nnc(CNc2ccc(C)cc2C)o1)c1ccccc1,5,-0.2%
Cc1nn(Cc2ccc(Cl)cc2)c2sc(C(=O)O)cc12,26,1.1%
CC1=C(C(=O)Nc2ccccc2)C(c2ccc3c(c2)OCO3)C2=C(CCCC2=O)N1 (stereo unspecified),16,-0.8%
O=C(NC1CCCCCC1)c1nc2ncccn2n1,10,·
COc1cc2c(C(=O)N3CCN(c4ccccc4F)CC3)cn(C)c(=O)c2cc1OC,-7,-1.2%
COc1ccc(CNC(=O)CSc2ccc(Br)cc2)cc1OC,-5,3.8%
CCOC(=O)COc1cccc2c(=O)n(CC(=O)NCCc3ccccc3)ccc12,·,-4.0%

# New compounds follow.
SMILES,Mtb RmlCD inh,GlmU inhibition
O=C(CSc1nnc2scc(-c3ccc(Cl)cc3)n12)NCc1ccco1,·,4.6%
CC(=O)NNc1ncnc2c1cnn2-c1ccc(C)c(C)c1,-12,2.2%
O=C(Cn1c(C(F)(F)F)nc2ccccc21)c1ccc(Cl)cc1,9,2.8%
O=C(c1sc2ccccc2c1Cl)N(Cc1ccccc1)C1CCS(=O)(=O)C1 (stereo unspecified),·,-3.5%
CCOC(=O)C1=NOC2C3CC(C12)C1C(=O)N(CCc2ccc(OC)c(OC)c2)C(=O)C31 (stereo unspecified),-6,3.3%
COc1c2ccc(C(=O)NCCCCc3ccccc3)cc2nn1C,5,3.5%
COc1cc(/C=C2\SC(=S)N(N3CCOCC3)C2=O)ccc1O,10,-5.8%
CN(C)Cc1nc2c(c(=O)[nH]1)C(C)(C)Cc1ccccc1-2,·,-3.2%
COc1ccccc1Nc1cc(C(=O)N2CCc3ccccc3C2)c2ccccc2n1,-9,2.7%
CCOc1ccc(OCCn2nnc3ccccc3c2=O)cc1,5,1.9%
CCOC(=O)C1(CC2CC2)CCN(Cc2cn[nH]c2-c2ccccc2)CC1,-10,2.2%
Cc1nc(N2CCN(Cc3nc4ccccc4[nH]3)CC2)c2oc3ccccc3c2n1,·,1.7%
CC1=C[C@H]2Cc3cc(C)cc(C)c3S(=O)(=O)[C@@H]2C=C1,-3,-0.2%
Cc1cc(OC(=O)c2ccco2)c2c3c(c(=O)oc2c1)CCCC3,-7,-4.0%
CCn1c(CN2CCN(c3ccc(Cl)cc3)CC2)nc2ccccc21,·,-0.7%
CCCCCCCCn1c2c(c(=N)c3c1CCC3)CCCC2,1,-6.4%
C(=N\Nc1nccc(-c2cccnc2)n1)/c1ccccc1,5,3.8%
COc1ccc(CCN(Cc2ccccn2)C(=S)Nc2ccc(C)cc2)cc1OC,-6,-5.0%
CC1=C(C(=O)Nc2ccc(C)cc2)C(c2cccs2)NC(=S)N1 (stereo unspecified),·,2.0%
CCC(CC)c1nnc(NC(=O)CCCN2C(=O)c3ccccc3C2=O)s1,·,2.9%
O=Cc1cnc(N2CCOCC2)nc1,2,2.0%
CCCc1ccc(OCc2ccc(C(=O)OC)o2)c(OC)c1,·,6.0%
COc1cc(C2c3cc4c(cc3C(OC3OC5COC(c6cccs6)OC5C(O)C3O)C3COC(=O)C23)OCO4)cc(OC)c1O (stereo unspecified),-11,-1.8%
O=C(c1ccc(Cl)cc1)c1cc(-c2ccccn2)c(N2CCOCC2)s1,-3,-3.6%
COCCCNC(=O)Nc1ccc2c(c1)N(C)C(=O)CS2,-7,-0.1%
FC(F)(F)c1cc(-c2cccs2)nc2cc(-c3ccccc3)nn12,1,3.5%
Cc1ccc(C(=O)N/C(=C\c2cccs2)C(=O)NCc2cccnc2)cc1,2,9.3%
Cc1ccc2nc(-c3ccncc3)cc(C(=O)Nc3ccc4c(c3)OCCO4)c2c1,-5,-6.4%
CCN(C(=O)c1ccnc(C(C)(C)C)c1)c1ccccc1,-51,-1.3%
COc1ccc(C(=O)C[n+]2cccc(Br)c2)cc1,2,-0.2%
CCOC(=O)C(C)n1nc(C)c2sc3ccccc3c2c1=O (stereo unspecified),13,3.0%
COc1ccccc1Nc1ncnc2c1oc1ccccc12,1,-0.7%
O=C(Nc1ccc(N2CCN(C(=O)c3ccco3)CC2)cc1)c1cccc(F)c1,·,-0.7%
CCOC(=O)CN1NC2(CCC(C(C)(C)C)CC2)NC1=S (stereo unspecified),-5,0.3%
CCN1CCN(c2ncnc3sc(C(=O)Nc4ccccc4F)c(C)c23)CC1,5,1.7%

# Among those listed so far, these have a nitro group on carbon:
SMILES,Mtb RmlCD inh,GlmU inhibition
O=C(COc1ccc([N+](=O)[O-])cc1)NN=C1CCCC1,11,2.4%
Nc1nc(NCCOCCO)nc(NCC2CCCO2)c1[N+](=O)[O-] (stereo unspecified),-15,3.7%
NS(=O)(=O)c1ccc(CCNC(=O)c2ccc(Cl)cc2[N+](=O)[O-])cc1,15,-0.3%
COc1ccc(CCNC(=O)CN2C(=O)NC(C)(c3ccc([N+](=O)[O-])cc3)C2=O)cc1 (stereo unspecified),-10,1.7%
Cc1cccc2c(N=Nc3ccc(S(=O)(=O)Nc4ccc(Cl)cc4)cc3[N+](=O)[O-])c(O)[nH]c12,6,-2.3%
